# CRFR2-BP antag: CRF-BP/CRF-R2 complex antagonism; HEK293 CRF-R2/CRF-BP, CRF-induced calcium fluorescence; inhibition, % at 11.8 µM; 350,000 tested, 0.59% active;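 active = inhibition of the ligand-induced calcium signal above about 50% at the single tested concentration, limit read from the data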
# CHRM4 agonist: agonists of human muscarinic M4 receptor (CHRM4); P08173; CHO-K1 hM4/Gqi5, Fluo-8 calcium fluorescence; vehicle 0%, full acetylcholine response 100%; activation, % at 3 µM; 360,000 tested, 0.14% active; AID 624127;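 active = activation above the run mean over all test wells plus 3 SD, cut at about 32% in these data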;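 note: peak over basal fluorescence ratio per well then scaled between controls; 0% = DMSO wells and 100% = acetylcholine at EC100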
# Target sequence (P08173 whole entry, looked up): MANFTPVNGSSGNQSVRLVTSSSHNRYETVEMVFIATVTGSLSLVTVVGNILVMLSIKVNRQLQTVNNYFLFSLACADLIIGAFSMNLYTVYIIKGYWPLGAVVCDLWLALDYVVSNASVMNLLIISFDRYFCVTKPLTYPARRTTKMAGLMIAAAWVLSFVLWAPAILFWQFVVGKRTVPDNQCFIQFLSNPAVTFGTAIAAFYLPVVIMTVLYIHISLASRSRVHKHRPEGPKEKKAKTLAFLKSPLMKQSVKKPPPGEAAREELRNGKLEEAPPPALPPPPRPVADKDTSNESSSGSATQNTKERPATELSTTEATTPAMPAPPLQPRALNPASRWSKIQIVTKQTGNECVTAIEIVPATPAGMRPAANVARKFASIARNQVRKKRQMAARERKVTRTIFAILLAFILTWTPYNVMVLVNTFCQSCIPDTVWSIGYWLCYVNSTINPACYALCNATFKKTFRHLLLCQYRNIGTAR
# CHRM4 antagonist: blocks acetylcholine activation of human M4 receptor; CHO-hM4 cells, ACh EC80, Fluo-8 calcium fluorescence; P08173; inhibition, % at 3 µM; AID 624125; 360,000 tested, 0.73% active;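 active = inhibition above its plate's cutoff, the mean inhibition of sample wells plus 3 SD, cut at about 27% in these data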;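 note: 0% = acetylcholine EC80 with DMSO and 100% = DMSO without agonist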
# CHRM1 PAM: human CHRM1 positive allosteric modulation; P11229; CHO-K1 hM1, Fluo-8 calcium fluorescence, ACh EC20; 0% = ACh EC20, 100% = maximal ACh; activation, % at 3 µM; 360,000 tested, 0.088% active; AID 588819; in the data active = activation above about 19%, passing the limit was not always enough
# Target sequence (P11229 whole entry, looked up): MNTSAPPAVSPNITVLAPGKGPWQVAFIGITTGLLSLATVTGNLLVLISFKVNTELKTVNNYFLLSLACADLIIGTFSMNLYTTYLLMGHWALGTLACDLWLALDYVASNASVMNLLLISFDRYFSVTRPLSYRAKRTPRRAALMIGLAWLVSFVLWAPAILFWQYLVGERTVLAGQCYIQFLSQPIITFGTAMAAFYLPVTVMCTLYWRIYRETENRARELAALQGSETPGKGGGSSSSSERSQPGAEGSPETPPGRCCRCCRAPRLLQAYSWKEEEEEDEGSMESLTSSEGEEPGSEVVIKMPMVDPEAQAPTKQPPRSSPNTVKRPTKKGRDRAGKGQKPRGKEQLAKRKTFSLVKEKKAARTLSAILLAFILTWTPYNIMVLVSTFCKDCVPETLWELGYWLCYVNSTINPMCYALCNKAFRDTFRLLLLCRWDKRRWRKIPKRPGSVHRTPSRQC
# CHRM5 antagonist: antagonists of human muscarinic M5 receptor (CHRM5) | P08912 | CHO-hM5 cells, Fluo-8 calcium fluorescence, ACh EC80 | inhibition, % at 3 µM | 360,000 tested, 0.59% active | AID 624040;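 active = inhibition above a per-plate cutoff, the mean of that plate's test compounds plus 3 SD, cut at about 27% in these data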;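 note: 0% = acetylcholine EC80 with DMSO and 100% = DMSO without agonist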
# CHRM4 PAM: positive allosteric modulators of human muscarinic M4 receptor; activation, % at 3 µM; 360,000 tested, 0.4% active; P08173; CHO-K1 hM4/Gqi5, Fluo-8 calcium fluorescence, ACh EC20; 0% = ACh EC20, 100% = maximal ACh; AID 624126;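 active = activation above its plate's cutoff, the mean activation of sample wells plus 3 SD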; note: some results filed as inactive read as strong as hits
# CHRM5 agonist: CHRM5 agonism in calcium assay. activation, % at 3 µM. AID 624037. 360,000 tested, 0.19% active. CHO-K1 hM5 cells, Fluo-8 calcium fluorescence; 0% DMSO wells, 100% maximal acetylcholine response;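 active = activation above the run's mean over test compounds plus 3 SD, cut at about 23% in these data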;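 note: signal is peak over basal fluorescence ratio across the kinetic read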
# CRFBP-R2 agonist: CRF-BP/CRF-R2 complex agonism. HEK293 CRF-R2/CRF-BP, calcium dye fluorescence (FLIPR); percent of saturating CRF peptide response. activation, % at 13.2 µM. 350,000 tested, 0.46% active. AID 588473;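 active = activation of at least 50%, plus an integration ratio under a set limit after plate pattern correction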;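 note: plate controls were neutral control wells without compound for no effect and CRF at EC100 for full effect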
# CHRM5 PAM: positive allosteric modulators of human muscarinic M5 receptor | CHO-K1 hM5, Fluo-8 calcium, ACh EC20 PAM; 0% = ACh EC20, 100% = ACh EC100 | P08912 | 360,000 tested, 0.3% active | AID 624038 | activation, % at 3 µM;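 active = activation above the run cutoff, the mean activation of all test compounds plus 3 SD, cut at about 18% in these data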
#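 System – CHO-K1 hM5 cells · Compound – 3 µM, single dose · Incubation – compound preincubation 140 s before EC20 acetylcholine addition · Technique – Fluo-8 calcium fluorescence · Measure – Max/basal fluorescence ratio as % of EC20–EC100 ACh window · Benchmarks – low control EC20 acetylcholine (0%), high control EC100 acetylcholine (100%) · Replication – singlicate, one well per test compound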
# * = called active by the depositor; . = not tested or not shown.
CRFR2-BP antag,CHRM4 agonist,CHRM4 antagonist,CHRM1 PAM,CHRM5 antagonist,CHRM4 PAM,CHRM5 agonist,CRFBP-R2 agonist,CHRM5 PAM,Compound
-8,0,6,8,5,-8,-6,-0.7,1,Cc1ccc(N=Cc2cc3c(cc2[N+](=O)[O-])OCO3)cc1[N+](=O)[O-]
27,-2,-7,3,-5,7,-6,-3.5,-3,CCOC(=O)C1(C(F)(F)F)N=C(c2ccccc2F)OC(N(C)C)=N1 (configuration not stated)
5,0,0,11,-3,1,-1,-2.1,3,Cc1cc(C)cc(NC(N)=S)c1
-8,0,-12,3,6,-1,1,1.8,-4,Cc1ccccc1NC(=O)CSc1nc2c(c(-c3ccco3)c1C#N)CCCC2
-23,1,2,0,-2,2,-2,2.1,5,Cc1cc(C)n2nc(-c3cccnc3)nc2n1
-10,1,1,0,4,6,-9,0.6,7,CCOC(=O)CNc1c(-c2ccc(F)cc2)nc2cnccn12
1,6,-9,-8,-1,-1,3,4.2,-9,O=C(c1ccc(Cl)cc1)N1CCC(O)(CSc2ccc(Cl)cc2)CC1
14,0,3,-13,1,-15,-6,-0.4,-5,CN1CCN(C(=O)/C(=C\c2cccs2)NC(=O)c2cccs2)CC1
.,-1,-4,.,0,-1,2,.,3,Nc1[nH]c(C(=O)c2ccccc2)c(-c2ccccc2C(F)(F)F)c1C(=O)NCCc1cccs1
-16,0,9,1,1,1,-7,0.5,-3,Cc1ccc(SCC(=O)NCc2ccncc2)cc1
-6,7,6,-17,8,-9,-4,0.5,-23,O=C(COC(=O)c1c2c(nc3ccccc13)CCCC2)c1cccs1
23,0,4,2,1,20,0,-0.5,-3,CCOc1cc(C)c(S(=O)(=O)Nc2ccc(Cl)cn2)cc1C
15,-2,-1,6,-3,1,-6,-0.6,6,COc1ccc(/C=N/n2c(SC)nnc2-c2ccccc2)cc1C
-1,2,-5,5,1,6,-1,0.4,3,O=C(NC(=O)c1csnn1)Nc1ccccc1Cl
-1,1,-16,6,-8,8,-2,-1.2,-1,Cc1ccc(NC(=O)C(NS(=O)(=O)c2cccc3nsnc23)C(C)C)nc1 (configuration not stated)
111*,3,5,18,10,-1,-2,0.1,2,CNS(=O)(=O)c1cccc(C(=O)NCC(c2ccco2)N(C)C)c1 (configuration not stated)
-1,9,-21,8,1,-6,2,-3.7,-4,COc1ccc(CNC(=S)Nc2ccccc2)cc1Cl
-8,1,3,5,21,1,-2,1.7,-3,O=C(NCc1cnc2ccccn12)C1CCC(=O)N(Cc2cccc(F)c2)C1 (configuration not stated)
124*,0,4,15,11,8,-1,-1.4,3,COc1cccc(C2C(C(=O)c3ccc(C)o3)=C(O)C(=O)N2CCN2CCOCC2)c1OC (configuration not stated)
46,1,-6,16,11,-3,-1,-4.3,-1,O=C(O)CCCCCN1C(=O)C(=O)/C(=C(/O)c2ccccc2)C1c1ccccc1 (configuration not stated)
-12,4,-6,7,1,-3,2,-1.1,-1,O=C(Nc1ccccc1C(=O)Nc1cccnc1)c1ccccc1
-9,3,4,8,8,-3,-3,4.7,-6,COc1ccc([C@H]2[C@H](C(=O)C(C)(C)C)N3N=Cc4ccccc4C3[C@]23N=C(c2ccccc2)OC3=O)cc1OC (some centres not stated)
23,0,8,2,11,-4,0,-2.0,-4,CCOC(=O)N1CCC(NC(=O)c2ccc3c(c2)ncn3C2CCCC2)CC1
-1,4,-3,7,14,1,3,-3.4,-3,COCCNC(=O)c1ccc(-c2csc(C)n2)cc1
19,0,-2,8,-16,2,4,0.2,1,CCOc1ccccc1NC(=O)C1CCCC1
6,0,-12,9,-7,17,-3,0.0,10,CCn1nc(C)cc1-c1n[nH]c(=S)n1N
-2,1,6,5,-2,-6,0,-0.7,-3,Cc1cccc(C)c1NC(=O)Cn1cnc2c(=O)n(C)c(=O)n(C)c21
21,2,0,-10,-4,-6,-5,0.3,0,Cc1nc2cc(N)ccc2n1-c1ccccc1
2,1,6,2,12,-4,-6,0.5,-1,CCOC(=O)c1ccc(NC(=O)Cc2cccs2)cc1
-1,2,-8,11,-1,8,4,-0.2,6,O=S(=O)(c1ccc(F)cc1)N1CCN(C(=S)NCC2CCCO2)CC1 (configuration not stated)

# 3 of these compounds in another layout.
CCOC(=O)c1ccc(NC(=O)Cc2cccs2)cc1
  CRFR2-BP antag: 2	CHRM4 agonist: 1	CHRM4 antagonist: 6	CHRM1 PAM: 2	CHRM5 antagonist: 12	CHRM4 PAM: -4	CHRM5 agonist: -6	CRFBP-R2 agonist: 0.5	CHRM5 PAM: -1
Cc1cccc(C)c1NC(=O)Cn1cnc2c(=O)n(C)c(=O)n(C)c21
  CRFR2-BP antag: -2	CHRM4 agonist: 1	CHRM4 antagonist: 6	CHRM1 PAM: 5	CHRM5 antagonist: -2	CHRM4 PAM: -6	CHRM5 agonist: 0	CRFBP-R2 agonist: -0.7	CHRM5 PAM: -3
O=C(Nc1ccccc1C(=O)Nc1cccnc1)c1ccccc1
  CRFR2-BP antag: -12	CHRM4 agonist: 4	CHRM4 antagonist: -6	CHRM1 PAM: 7	CHRM5 antagonist: 1	CHRM4 PAM: -3	CHRM5 agonist: 2	CRFBP-R2 agonist: -1.1	CHRM5 PAM: -1

# The list goes on:
CRFR2-BP antag,CHRM4 agonist,CHRM4 antagonist,CHRM1 PAM,CHRM5 antagonist,CHRM4 PAM,CHRM5 agonist,CRFBP-R2 agonist,CHRM5 PAM,Compound
-6,0,-9,3,-2,11,2,-0.1,-1,COC(=O)c1c(NC(=O)CSc2nnnn2-c2ccccc2)sc2c1CCC(C(C)(C)C)C2 (configuration not stated)
7,0,7,4,-11,6,-3,0.5,4,CC1CCN(Cc2c(C(=O)N/N=C/c3ccccc3O)nnn2-c2nonc2N)CC1
-5,0,-8,5,-3,7,-3,-1.1,-4,COC(=O)c1ccccc1NC(=O)CSc1n[nH]c(CC(C)C)n1
0,1,5,13,15,-5,-2,0.1,0,O=C(Nc1ccccc1)Oc1ccc[nH]c1=O
13,8,2,-7,-2,-6,1,-0.9,-4,COCCN(Cc1ccccc1)C(=O)c1cccc(S(=O)(=O)N2CCN(Cc3ccccc3)CC2)c1
-4,0,-4,3,5,4,0,-4.0,-5,O=C(COc1ccc(Br)cc1Br)NC(=S)N1CCCc2ccccc21
-11,4,-7,-4,12,-2,-11,0.9,-20,CCOC(=O)C1(CC2CC2)CCN(Cc2cnc(-c3ccccc3C)nc2)CC1
3,1,6,1,12,-1,1,-1.7,-3,O=C(NCC1CCCO1)c1cccc(S(=O)(=O)NCc2ccccc2)c1 (configuration not stated)
-11,1,-9,-3,0,1,1,0.2,-3,Cc1csc(=O)n1CCC(=O)OCC(=O)NCc1ccc(Cl)cc1Cl
1,2,-18,26,-4,9,3,-0.7,7,CCOC(=O)N1CCN(C(=O)/C=C/c2ccc(C(C)(C)C)cc2)CC1
21,3,-9,3,-3,1,4,-2.6,-5,CCc1ccc2[nH]c3nc(N/N=C/c4cccc(O)c4)nnc3c2c1
-82,15,23,-16,25,-16,3,-1.3,-18,CC(C)[C@H](NS(=O)(=O)c1ccc2c(c1)OCCO2)C(=O)OCC(=O)Nc1cc(Cl)ccc1Cl
2,0,6,6,6,-1,0,-0.9,-4,NC(=O)N/N=C/c1ccccc1OCc1cccc2ccccc12
9,1,-6,-10,2,-6,-6,-2.6,0,O=C(NCCCNc1ccnc2cc(Cl)ccc12)c1ccccc1F
19,1,-3,-1,1,5,-1,-4.2,5,CNC(=O)CN(c1cc([N+](=O)[O-])ccc1OC)S(C)(=O)=O

# 3 compounds from above, sorted by molecular weight, lowest first.
CRFR2-BP antag,CHRM4 agonist,CHRM4 antagonist,CHRM1 PAM,CHRM5 antagonist,CHRM4 PAM,CHRM5 agonist,CRFBP-R2 agonist,CHRM5 PAM,Compound
5,0,0,11,-3,1,-1,-2.1,3,Cc1cc(C)cc(NC(N)=S)c1
1,2,-18,26,-4,9,3,-0.7,7,CCOC(=O)N1CCN(C(=O)/C=C/c2ccc(C(C)(C)C)cc2)CC1
-1,1,-16,6,-8,8,-2,-1.2,-1,Cc1ccc(NC(=O)C(NS(=O)(=O)c2cccc3nsnc23)C(C)C)nc1 (configuration not stated)

# The results go on.
CRFR2-BP antag,CHRM4 agonist,CHRM4 antagonist,CHRM1 PAM,CHRM5 antagonist,CHRM4 PAM,CHRM5 agonist,CRFBP-R2 agonist,CHRM5 PAM,Compound
0,4,10,4,8,-7,1,-2.2,-1,CCc1nc2ccccc2c(C(=O)NCc2ccc(OC)cc2)c1C
-15,1,-17,4,-15,10,1,1.5,4,COc1ccc2cc(C#CC3=CC(=O)C[C@H](c4ccc(F)cc4)C3)ccc2c1
-3,0,8,8,2,-5,-7,-0.1,3,CN(C)CC(C)(C)CNC(=O)c1cc(Br)cc(Br)c1O
15,1,44*,-5,-1,-22,-5,1.1,4,CC(C)(C)C(=O)Nc1ccc(N2CCCC2)cc1
10,0,4,8,8,3,-3,-2.8,-2,COc1ccc([N+](=O)[O-])cc1N(CC(O)CN1CCOCC1)S(=O)(=O)c1ccccc1 (configuration not stated)
.,0,-24,.,5,1,-4,.,-3,CC(=O)C1=CCC(c2ccccc2)N(Cc2ccccc2)C1 (configuration not stated)
-27,4,-1,4,3,1,2,0.9,-2,Cc1nn(Cc2ccc(F)cc2)c(C)c1NC(=O)c1cnn2c1NC(c1cccs1)CC2C(F)(F)F (configuration not stated)
-16,1,9,-1,2,-2,-2,-0.1,0,Cc1ccn2cc(CCNC(=O)Cc3cccs3)nc2c1
37,1,10,7,-6,5,-4,-3.5,-8,COc1cccc(-c2nc(-c3ccccc3)[nH]c(=O)c2C#N)c1
10,1,12,0,6,-9,-4,-0.8,-1,Cc1cc(C(=O)Nc2ccc3ccccc3c2)c(C)o1
-7,3,-4,4,16,2,2,1.1,1,Cc1ccccc1C(=O)N1CCN(c2ccc(NC(=O)c3cccnc3)cc2)CC1
9,3,9,-1,11,-13,-2,4.1,3,CC1CCCN(C(=S)SCC(=O)c2cc(Br)cc(Br)c2O)C1 (configuration not stated)
-2,1,-2,8,6,9,0,-1.3,3,O=C(O)CCn1nnc(-c2ccccc2)n1
-34,1,1,12,-8,-3,-3,0.0,0,CCC(C)(C)C1CCC(=NNc2nc3ccccc3[nH]2)CC1 (configuration not stated)

# Single records, as listed above. Order of screens: CRFR2-BP antag, CHRM4 agonist, CHRM4 antagonist, CHRM1 PAM, CHRM5 antagonist, CHRM4 PAM, CHRM5 agonist, CRFBP-R2 agonist, CHRM5 PAM
# CC1CCCN(C(=S)SCC(=O)c2cc(Br)cc(Br)c2O)C1 (configuration not stated) is entered as 9, 3, 9, -1, 11, -13, -2, 4.1, 3
# CN(C)CC(C)(C)CNC(=O)c1cc(Br)cc(Br)c1O is entered as -3, 0, 8, 8, 2, -5, -7, -0.1, 3
# CC(C)(C)C(=O)Nc1ccc(N2CCCC2)cc1 is entered as 15, 1, 44*, -5, -1, -22, -5, 1.1, 4
# CCc1nc2ccccc2c(C(=O)NCc2ccc(OC)cc2)c1C is entered as 0, 4, 10, 4, 8, -7, 1, -2.2, -1
# CC(=O)C1=CCC(c2ccccc2)N(Cc2ccccc2)C1 (configuration not stated) is entered as ., 0, -24, ., 5, 1, -4, ., -3

# Assay outcomes deposited in PubChem BioAssay by several laboratories.
